ADAM17 inh: inhibitors of human ADAM17; recombinant ADAM17, EDANS/DABCYL FRET peptide cleavage; inhibition, % at 6.95 µM; hit rate 0.83% among 370,000; AID 720648;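 active = inhibition above the mean of compounds lying between control limits plus 3 SD, set per campaign, cut at about 8.5% in these data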;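 note: 0% = DMSO-only wells as the low control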
sPLA2-III inh: Blocks human group III sPLA2 activity; hit rate 0.56% among 370,000; Q9NZ20; QFRET BODIPY PC-A2 liposome hydrolysis, fluorescence; inhibition, % at 12.2 µM;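 active = inhibition above mean plus 3 SD of compounds lying within the high and low control bounds, cut at about 19% in these data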;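 note: 0% = median of test compound wells and 100% = no enzyme DMSO wells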
ssDAF12 agonist: activators of S. stercoralis DAF-12 nuclear receptor. HEK293 ssDAF-12/GRIP1 lit1-tk-luc reporter, luminescence; % of 3 µM dafachronic acid response. activation, % at 6.8 µM. hit rate 1% among 370,000. AID 652126;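 active = activation above the mean over all tested compounds plus 3 SD, cut at about 0.9% in these data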;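 note: 0% = DMSO-only wells and 100% = 3 µM delta7-dafachronic acid wells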
PLCb3 inh: PLC-beta3 (human) inhibition, primary screen; Q01970; Purified PLC-beta3, fluorogenic substrate, fluorescence; inhibition, % at 12.2 µM; hit rate 0.18% among 370,000; in the data active = inhibition above about 11%;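 note: 0% = median of compound wells on plate and 100% = full blocker control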
FXN GAA850 act: activators of GAA850 frataxin (FXN) promoter | HEK293 lucGAA850 FXN promoter luciferase reporter, 24 h; percent of 10 µM SAHA response | activation, % at 6 µM | hit rate 0.56% among 360,000 | AID 540364;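 active = activation above the average of all compounds screened plus 3 SD, cutoff fixed separately per campaign, cut at about 7.5% in these data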;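 note: 0% = DMSO wells and 100% = 10 µM SAHA wells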
ADAM10 inh: inhibits human ADAM10; O14672; recombinant ADAM10, EDANS/DABCYL FRET peptide cleavage, 3 h; inhibition, % at 7 µM; hit rate 0.62% among 370,000; AID 720582;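 active = inhibition above a per-campaign cutoff equal to the mean of compounds falling between control-based bounds plus 3 SD, cut at about 20% in these data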;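 note: 0% = DMSO wells while the 100% control is not disclosed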
PLCg1 inh: blocks human PLC-gamma1 enzyme activity; P19174; AID 720700; purified PLC-gamma1, fluorogenic substrate, fluorescence; inhibition, % at 12.2 µM; hit rate 0.84% among 370,000; in the data active = inhibition above about 9.5%
Target sequence (P19174 whole entry, looked up): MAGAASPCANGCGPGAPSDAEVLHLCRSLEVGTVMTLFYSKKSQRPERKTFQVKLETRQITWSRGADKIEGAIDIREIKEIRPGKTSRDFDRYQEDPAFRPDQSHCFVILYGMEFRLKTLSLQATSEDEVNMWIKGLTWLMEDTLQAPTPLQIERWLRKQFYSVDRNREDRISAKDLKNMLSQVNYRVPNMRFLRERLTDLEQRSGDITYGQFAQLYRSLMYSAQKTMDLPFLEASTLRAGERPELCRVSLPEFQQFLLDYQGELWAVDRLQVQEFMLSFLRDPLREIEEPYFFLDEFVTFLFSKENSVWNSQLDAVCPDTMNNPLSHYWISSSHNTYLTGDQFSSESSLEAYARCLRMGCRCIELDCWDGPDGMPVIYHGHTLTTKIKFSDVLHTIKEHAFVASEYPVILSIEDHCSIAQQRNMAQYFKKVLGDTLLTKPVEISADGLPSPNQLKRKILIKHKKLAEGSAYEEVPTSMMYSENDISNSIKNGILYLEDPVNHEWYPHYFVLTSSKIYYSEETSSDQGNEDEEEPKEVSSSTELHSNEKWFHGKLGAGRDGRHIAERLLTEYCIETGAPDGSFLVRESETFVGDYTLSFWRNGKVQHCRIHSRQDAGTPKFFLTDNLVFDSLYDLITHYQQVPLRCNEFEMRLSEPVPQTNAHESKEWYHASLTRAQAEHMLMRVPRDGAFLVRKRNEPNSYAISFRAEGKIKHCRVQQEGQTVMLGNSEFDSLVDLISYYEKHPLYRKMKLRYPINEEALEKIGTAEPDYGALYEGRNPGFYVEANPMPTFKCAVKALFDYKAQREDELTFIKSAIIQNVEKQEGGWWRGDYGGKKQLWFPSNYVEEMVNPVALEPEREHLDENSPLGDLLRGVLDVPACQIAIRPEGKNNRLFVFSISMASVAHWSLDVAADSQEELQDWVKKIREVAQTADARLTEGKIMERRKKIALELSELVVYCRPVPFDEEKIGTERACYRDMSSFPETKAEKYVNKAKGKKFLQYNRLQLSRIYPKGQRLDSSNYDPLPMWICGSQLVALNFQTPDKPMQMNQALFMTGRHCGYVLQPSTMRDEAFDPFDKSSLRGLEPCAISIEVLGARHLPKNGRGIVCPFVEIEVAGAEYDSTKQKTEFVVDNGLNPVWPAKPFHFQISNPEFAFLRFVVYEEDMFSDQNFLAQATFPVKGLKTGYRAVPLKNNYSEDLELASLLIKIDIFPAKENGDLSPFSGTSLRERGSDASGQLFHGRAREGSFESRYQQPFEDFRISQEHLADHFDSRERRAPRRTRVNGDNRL
DAX1 inh-1: blocks DAX1 repression of SF-1 activated StAR promoter; HEK293T StAR-luciferase reporter, SF-1/DAX-1 repression relief; inhibition, % at 6.8 µM; hit rate 1.1% among 370,000; AID 652010;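 active = inhibition above the mean over all tested compounds plus 3 SD, cut at about 3.6% in these data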;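 note: 0% = DAX-1 cells with DMSO and 100% = cells lacking DAX-1 with DMSO; higher inhibition means more luminescence from relief of DAX-1 repression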
hgDAF-12 ag: activates the H. glycines DAF-12 receptor ligand-binding domain | HEK293 GAL4-hgDAF12 UAS-luciferase reporter, agonist luminescence; normalized to butyrate control | activation, % at 6.8 µM | hit rate 1.8% among 370,000;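 active = activation above a cutoff set at the mean of all screened compounds plus 3 SD, cut at about 10% in these data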;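 note: 0% = DMSO wells and 100% = sodium butyrate wells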
DAX1 inh-2: inhibits human nuclear receptor DAX1 | P51843 | HEK293 Gal4-DAX1 luciferase reporter, luminescence | inhibition, % at 6.75 µM | hit rate 0.99% among 340,000 | AID 504766;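 active = inhibition above the mean over all tested compounds plus 3 SD, cut at about 4.2% in these data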;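 note: 0% = DAX1-transfected cells with DMSO and 100% = empty-vector control cells with DMSO; inhibition shows as a rise in luminescence from relieved DAX1 repression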
hcDAF-12 act: activators of H. contortus DAF-12 nuclear receptor | hit rate 1.4% among 370,000 | HEK293 hcDAF-12 lit1-tk-luc reporter, luminescence; 0% DMSO, 100% Δ7-dafachronic acid | activation, % at 6.8 µM | AID 652067;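 active = activation above the mean of all tested compounds plus 3 SD, cut at about 5.5% in these data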;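 note: 100% = response to 3 µM Δ7-dafachronic acid high control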
Numbers without * were called inactive; x = no result given.

SMILES	ADAM17 inh	sPLA2-III inh	ssDAF12 agonist	PLCb3 inh	FXN GAA850 act	ADAM10 inh	PLCg1 inh	DAX1 inh-1	hgDAF-12 ag	DAX1 inh-2	hcDAF-12 act
O=C(NCC1CC1)C1CCCN(S(=O)(=O)c2ccc(-n3cnnn3)cc2)C1 (centres undefined)	-4	2	-1.1	-3	-0.5	1	-2	-1.0	-0.8	1.0	-0.4
Fc1cccc(Cl)c1-c1nnc2ccc(N3CCOCC3)nn12	-1	10	-1.4	2	3.0	0	2	-1.3	-3.8	-0.4	-2.5
Cc1ccc(-c2nc3ncccc3o2)cc1NC(=O)C(C)C	-12	8	-0.3	-9	1.1	-30	0	-0.1	0.9	0.4	-1.7
CCOC(=O)C1=C(CSc2nnnn2C)N(C)C(=O)NC1c1ccccc1 (centres undefined)	-2	5	-1.1	0	-0.4	1	3	0.5	-2.5	1.3	-0.7
CC(=O)Nc1ccc(C2C(=O)c3ccccc3C2=O)cc1	2	-10	-0.6	-5	3.4	7	3	0.9	0.7	0.9	1.3
COc1ccc(/C=C/C(=O)Oc2ccc(/C=N\NC(=O)c3ccc(F)cc3)cc2)cc1	-4	10	-1.1	1	1.3	-4	-1	0.6	-3.0	2.2	-1.9
CCC(C)(C)NCC(=O)Nc1ccc(OC(F)(F)F)cc1	0	5	-1.3	3	-0.2	5	-2	0.3	0.0	1.1	-1.6
Cc1occc1C(=O)NNC(=S)NC(=O)COc1ccc(Cl)cc1Cl	5	11	-1.0	-9	2.3	-3	-1	2.3	4.9	0.7	1.8
CC(C)c1nc(SCC(=O)NC2CCCCC2)c2ccccc2n1	1	5	-0.5	-7	2.2	-8	0	-0.2	1.7	-0.5	0.0
CC(NC(=O)COc1ccc(Br)cc1)C1CCCO1 (centres undefined)	-10	2	-0.6	-10	2.3	-9	2	-0.4	-3.5	0.0	-1.4
Cc1ccc(-n2cccn2)c([C@@H]2C[C@H]3CN(C)C(=O)[C@]34CCCN24)c1	-1	2	-0.8	-5	0.4	-3	0	0.3	0.2	-0.1	-0.3
Cc1ccc(NC(=O)CCCNC(=O)c2ccc(Cl)cc2)cc1S(=O)(=O)N1CCCCC1	5	4	-0.6	-4	0.3	-6	3	1.8	1.0	0.3	-0.9
CCCS(=O)(=O)N1CCCC(C(=O)NCCCOC(C)C)C1 (centres undefined)	1	-11	-0.8	4	-1.2	4	3	0.3	-0.9	1.4	0.7
CCOC(=O)C1CCCN(Cc2nc(N)nc(Nc3ccc(OC)cc3)n2)C1 (centres undefined)	-3	2	-2.0	-1	-4.0	-8	0	-2.5	-3.9	-0.8	-2.6
CCN(CC)S(=O)(=O)c1ccc(NC(=O)COc2nc3ccccc3nc2N2CCOCC2)cc1	5	-4	-1.2	-2	0.0	6	-1	0.2	-2.0	0.9	0.3
CCn1ccnc1CN1CCc2c([nH]c3ccccc23)C1C(C)(C)C (centres undefined)	3	-8	0.5	-5	-2.1	-5	-6	0.1	4.2	0.3	3.0
N#Cc1ccc(COc2cccnc2[N+](=O)[O-])cc1	1	-5	-0.9	-4	4.6	4	0	-0.3	2.2	-0.7	-2.2
CCc1ccc(OCC(O)Cn2c(N3CCCCC3)nc3c2c(=O)[nH]c(=O)n3C)cc1 (centres undefined)	2	-12	-0.8	1	0.3	3	3	-0.8	-2.4	-1.3	-3.1
COC(=O)c1ccc(/C=N/N2CCN(Cc3ccccc3Cl)CC2)cc1	0	-1	-0.5	-3	1.1	1	-1	0.3	1.9	0.5	5.1
CC1(C)C=Cc2c(ccc3c2OC[C@H](c2ccc(O)cc2O)C3)O1	8	-38	-0.6	-1	4.2	28*	0	-0.2	3.2	2.0	0.9
COC(=O)c1ccccc1N(C)S(=O)(=O)c1cc2c3c(c1)CCC(=O)N3CCC2	-3	6	-0.2	-8	1.3	-7	1	0.1	-1.4	-1.4	-1.0
N#C/C(=C/c1ccc(Cl)cc1)NC(=O)c1ccccc1	-3	-9	-1.1	0	0.7	1	-2	0.3	2.9	1.1	-2.2
CCCn1nnnc1NCc1cc(Br)ccc1OC	3	-2	-0.1	0	0.1	3	4	0.1	1.9	2.5	0.9
C[C@H](NC(=O)[C@@H]1CSC2c3ccccc3C(=O)N21)C(=O)NC1CCCCC1 (some centres undefined)	-2	3	-1.4	-3	3.0	-4	1	-1.0	7.1	-0.1	3.0
COc1ccc(-c2cc(-c3ccc(C)cc3)nc(SCc3nnc(-c4ccccc4)o3)c2C#N)cc1OC	-2	-3	-1.4	-10	-2.5	-4	-9	0.6	-3.4	0.1	0.1
O=C(NN1C(=O)C2C3C=CC(C3)C2C1=O)c1ccncc1 (centres undefined)	-2	7	-1.2	-1	2.4	-6	-1	-0.7	-1.0	-1.0	-2.1
Cc1c(C(=O)NCc2ccco2)sc(=O)n1Cc1ccc(S(C)(=O)=O)cc1	-1	5	-1.1	-2	-0.8	-6	-1	-0.2	0.5	x	-1.1
Cc1cccc(-c2nnn(C/C(N)=N/O)n2)c1	6	3	-0.5	3	-0.3	-4	2	-0.2	2.8	-1.2	-1.2
COC(=O)c1ccccc1NC(=O)CSc1nnc(C(C)NC(=O)c2ccc(Cl)cc2Cl)n1C (centres undefined)	4	7	-1.6	4	-4.9	0	4	-0.8	2.1	-0.5	-2.0
O=C(C(=O)N1CCC(CNS(=O)(=O)c2ccccc2OC(F)(F)F)CC1)c1cccs1	-3	1	-0.9	3	x	-14	9	0.1	1.4	x	-0.7

Part of the list above with just ssDAF12 agonist, PLCg1 inh and ADAM10 inh:
mol | ssDAF12 agonist | PLCg1 inh | ADAM10 inh
CCC(C)(C)NCC(=O)Nc1ccc(OC(F)(F)F)cc1 | -1.3 | -2 | 5
Cc1occc1C(=O)NNC(=S)NC(=O)COc1ccc(Cl)cc1Cl | -1.0 | -1 | -3

(listing goes on)
SMILES	ADAM17 inh	sPLA2-III inh	ssDAF12 agonist	PLCb3 inh	FXN GAA850 act	ADAM10 inh	PLCg1 inh	DAX1 inh-1	hgDAF-12 ag	DAX1 inh-2	hcDAF-12 act
CC[C@]12c3[nH]c4ccc(Cl)cc4c3CCN1C(=O)[C@@H](CC(=O)NCc1cccc(C(F)(F)F)c1)C[C@@H]2C(=O)N1CCN(C(=O)C2CC2)CC1	-1	-24	-1.2	0	-2.5	3	1	-1.2	-4.4	-0.4	-1.9
CCC(=O)N1CCc2cc(S(=O)(=O)N3CCCCCC3)ccc21	0	-2	-1.2	-3	2.8	-2	-1	-0.5	1.3	-0.1	-0.7
COc1cc(/C=C2\SC(=S)N(NS(=O)(=O)c3ccccc3)C2=O)ccc1O	-2	-3	-0.4	-69	0.8	-4	-49	0.1	0.7	2.4	-0.3
O=C(Nc1ccc(Br)cc1)C1CCCN1S(=O)(=O)c1cccs1 (centres undefined)	3	0	-1.8	2	2.1	1	9.8*	-2.4	-2.8	-2.4	-1.5
COc1ccc(NC(=O)COC(=O)Cn2cnc3ccccc3c2=O)c(OC)c1	-3	2	-1.3	-3	-0.3	-9	-4	0.3	2.6	-0.3	-0.5
COc1ccc(NC(=O)CN2CCN(C(=O)C3CCCO3)CC2)c(OC)c1 (centres undefined)	1	7	-0.8	-5	-0.3	0	0	-0.4	-2.9	-0.5	-0.1
CSc1nc2ccc(S(=O)(=O)N3CCOCC3)cc2s1	-4	5	-0.9	1	1.3	-6	-1	0.0	-0.1	0.7	5.8*
COc1ccc(-n2c(C)nc(=O)c(-c3ccccc3)c2C)cc1	-2	2	-0.8	2	1.9	0	1	0.8	1.7	0.5	0.1
CCOCCCNC(=O)C1(O)c2ccccc2NC(=O)N1c1ccc(Cl)c(Cl)c1 (centres undefined)	-4	0	-1.7	1	-1.1	-2	1	-0.4	1.5	3.6	0.2
Nc1c(C(=O)N/N=C/c2ccccc2Cl)oc2nc(-c3ccccc3)cc(-c3ccco3)c12	-33	-3	-0.1	-98	3.0	-106	-67	-0.8	1.1	x	0.9
COc1cc(CN2CCCCCC2)cc(OC)c1	-6	11	0.6	-2	-0.9	-8	-1	0.3	-1.7	0.1	-1.0
O=C(c1ccc2oc(CCc3ccccc3)nc2c1)N1CCC(O)CC1	-4	-2	0.2	-3	2.4	-2	-2	8.1*	11*	1.3	8.2*
CC(=O)N[C@@H](Cc1c[nH]c2ccccc12)C(=O)NC1CCCc2ccccc21 (some centres undefined)	2	-30	0.1	0	-0.3	2	3	0.2	-0.6	3.0	-0.1
Cc1ccc(OCC(=O)N/N=C/c2cccc3cccnc23)cc1	-2	2	-0.2	-8	1.5	-4	0	-1.5	-1.0	-0.2	0.2
COc1ccc(C(=O)Nc2ccc3c(c2)CCCN3C(=O)c2cccs2)c(OC)c1	2	-3	-2.1	-5	-1.2	4	2	-1.5	-4.5	-0.7	-5.3
Cc1ccc(-c2noc(-c3ccccc3C(=O)N3CCCC3)n2)cc1	3	-2	-0.1	3	2.4	-1	3	0.3	4.1	0.1	2.8
COCCC1CCCCN1C(=O)c1cccc(OC2CCN(S(C)(=O)=O)CC2)c1 (centres undefined)	1	4	-1.2	-4	0.9	8	1	-0.2	2.5	0.3	-0.7
O=C(COc1ccc(Br)cc1CO)Nc1ccc(F)cc1	4	5	-1.6	5	0.4	-6	0	-0.5	1.5	-0.3	-0.8
O=C(COC(=O)C1CCN(S(=O)(=O)c2cccs2)CC1)c1ccccc1	-4	-8	-1.4	-7	2.8	-1	0	0.1	-0.5	-1.0	-0.6
COc1cc2c(cc1OC)[C@@H]1Cc3ccc(OC)c(OC)c3CN1CC2	0	8	-2.0	-12	1.1	1	-3	-0.2	-3.0	0.5	-1.3
COc1ccc(NC(=O)c2ccc(-c3c(C)noc3C)c3ccoc23)cc1	1	5	0.2	-8	0.1	6	-5	0.0	3.9	x	3.0
CC(=O)N1CCc2cc(S(=O)(=O)N3c4ccccc4CC3C)ccc21 (centres undefined)	-2	-3	-2.1	1	-1.0	0	1	-0.1	-2.5	0.9	-0.5
Cc1cccc(Oc2ccc(C(=O)NC3CCSC3=O)cn2)c1C (centres undefined)	7	4	-1.0	15*	0.3	6	4	1.7	3.9	1.5	0.2
COc1cc2c(cc1NC(=O)CSc1nc3cc(Cl)ccc3s1)oc1ccccc12	-5	7	-1.1	1	-2.5	-4	1	0.4	-1.5	1.5	3.4
CS(=O)(=O)c1cccc(C(=O)Nc2ccc3c(c2)OCCCO3)c1	-4	1	-0.3	-3	1.3	-4	1	0.5	4.7	1.9	0.8
CCOC(=O)c1c(O)c(O)c(C(=O)OCC)n1-c1ccccc1	-4	4	-0.9	-10	2.1	-1	-1	0.2	-0.6	2.2	-0.5
COc1ccc(CCNC(=O)C2CCN(c3nn4c(=O)cc(C)nc4s3)CC2)cc1OC	4	-3	-1.2	2	3.6	5	7	0.1	-0.9	-0.3	-1.8

Screening results from PubChem.
